MT stabilize HCS – stabilizes microtubules in HeLa cells | HeLa tubulin immunostaining HCS, 24 h; share of cells brighter than vehicle mean+2SD | % tubulin-high responders, % at 10 µM | hit rate 0.83% among 200,000;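 active means plate Z-score above 3 for both tubulin-high and condensed-nucleus cell shares, with cell loss under 80%, at 10 µM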;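 further: anti alpha tubulin signal scored within the nucleus-defined area of each cell; some results filed as inactive read as strong as hits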
Myeloid diff MLP – promotes myeloid progenitor differentiation. ER-HoxA9 myeloid progenitors, lysozyme-GFP differentiation, flow cytometry. calls only at 10 µM. hit rate 1% among 360,000. AID 624256;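 active means normalized GFP-positive differentiation at or above the plate's own cutoff, the solvent-only control mean plus 3 SD; inconclusive means no clear call, values can overlap the other calls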;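 further: cells exposed to compound for four days before flow analysis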
PMI inhibitors – inhibitors of human PMI, primary screen, biochemical, fluorescence intensity, coupled assay (AID 1209) | purified PMI enzyme, coupled fluorescence intensity; higher % means a stronger effect | one-dose inhibition, % at 20 µM; IC50 in µM for titrated hits | hit rate 0.42% among 190,000; in the data active means inhibition above about 50%;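 further: plate controls were DMSO vehicle for no effect and wells lacking substrate for full effect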
Dynein cargo inh – blocks dynein driven cargo transport along microtubules | 3617.4 mouse cells, GR-EGFP nuclear translocation imaging; test concentration mostly 20 µM; stimulated with dexamethasone, 1 µM; active compounds read low | z-score, hits read low | hit rate 0.47% among 220,000;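 active means plate z-score of nuclear minus cytoplasmic receptor signal below a set negative limit, without overly bright fluorescence or cell loss, cut at about -3.5 in these data, passing the limit was not always enough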;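 further: z-score of nuclear minus cytoplasmic ring GR-EGFP intensity difference per well; some compounds called inactive have numbers as strong as hits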
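Buffer or medium: tet-free, stripped-serum medium; Also added: dexamethasone, 1.0 µM final; Technique: high-content fluorescence imaging after fixation; Times: 48 h induction, 1 h compound, 30 min dex at 37 °C; Read-out: per-cell GR-EGFP intensity, nucleus versus surrounding cytoplasmic ring, well-averaged.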
T cell HTS – modulates CD8 T cell binding to vesicles. 2C CD8+ T cell-vesicle binding, flow cytometry; active compounds read low. calls only at 7 µM. hit rate 0.068% among 330,000. AID 2052;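 active means response, share of CD8 T cells binding vesicles, and their 90th percentile fluorescence all below set limits, cut at about 80% in these data, passing the limit was not always enough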
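material = purified 2C TCR transgenic mouse naive CD8+ T cells | controls = Unloaded micro-vesicles (low), QL9 vesicles with 0.7% DMSO (high) | detection = cytometric PE anti-B7-1 and Alexa647 anti-CD8 signals after 1% paraformaldehyde fixation | incubation = binding step 1.5 h, 37 °C, antibody labelling 20 min, ice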
Lipid droplet – modulators of hepatic lipid droplet formation; AML12 mouse hepatocytes, oleate lipid droplets, BODIPY imaging; inhibition, % at 6.5 µM; hit rate 0.4% among 240,000; AID 1656;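 active means lipid droplet intensity inhibited by at least 50%, with more than 500 cells counted; inconclusive means wells with under 300 cells, treated as cytotoxic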
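Test system: AML12 hepatocytes (mouse); reagent: oleate loading, 100 µM; dosing: one dose, 6.5 µM compound; incubation: overnight exposure; signal: fluorescence imaging, 20x objective, two fields per well; read-out basis: % inhibition of corrected integrated BODIPY droplet signal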
Ins promoter up – MIN6 insulin promoter up-regulation; MIN6 insulin promoter-GFP reporter, high-content imaging; active compounds read high; z-score at 5 µM; hit rate 0.3% among 190,000; AID 1625;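 active means z-score above 3 at 5 µM with at least 500 cells counted in the well; inconclusive means wells under 500 cells, flagged as cytotoxic or low count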
TNAP activation fold – stimulation of alkaline phosphatase TNAP activity – biochemical, luminescent, no phosphate acceptor, uHTS, primary screen (AID 1001); purified TNAP, luminescent activation assay, no phosphate acceptor; higher activation fold means a stronger effect; activation fold at 20 µM; hits with a dose series show EC50 in µM; hit rate 0.03% among 200,000; in the data active means activation fold from about 3, or a potency from the dose series; inactive means the rest, 99 in 100 with activation fold below about 1.6; further: many of its hits are not listed in these tables
bCat nuc transl – modulators of beta-catenin nuclear translocation. HeLa beta-catenin nuclear translocation, immunofluorescence imaging. nuclear translocation activity, % at 5 µM. hit rate 0.3% among 190,000. AID 1665;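 active means nuclear translocation activity above 50% at 5 µM, with a well cell count of 50 or more; inconclusive means wells under 50 cells across six images, flagged as toxic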;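 further: per-cell ratio of nuclear to cytoplasmic median beta-catenin stain intensity; plate controls were DMSO negative control for no effect and GSK-3 inhibitor IX positive control for full effect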
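Test system: HeLa cells, endogenous beta-catenin; Compound: single 5 µM dose plus 0.02–20 µM confirmation series; Times: compound exposure 24 h at 37°C; Signal: fluorescence imaging of beta-catenin antibody stain plus DAPI; Read-out: % activation, nuclear-to-cytoplasmic median beta-catenin signal ratio per cell.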
Dynein cargo inh cytoplasmic EGFP – second read-out of Dynein cargo inh, no call of its own (marks repeat the call); z-score; measured here: cytoplasmic GR-EGFP intensity; active compounds read high
Dynein cargo inh nuclear GR-EGFP – recorded beside Dynein cargo inh, whose call it bears; z-score; measured here: nuclear GR-EGFP intensity;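 lower value marks the stronger effect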
Dynein cargo inh cell count – also measured in Dynein cargo inh; calls as there; z-score; measured here: cell count per field
Ins promoter up cell count – recorded beside Ins promoter up, whose call it bears; cell count; measured here: cytotoxicity, nuclei count;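 total cells summed across four imaged fields per well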
Lipid droplet cells 6.5 µM – second read-out of Lipid droplet, no call of its own (marks repeat the call); cell count; measured here: cell count, cytotoxicity flag;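 cells counted across two imaged fields per well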
bCat nuc transl cell count 5 µM – also measured in bCat nuc transl; calls as there; cell count; measured here: cell count, cytotoxicity flag
T cell HTS vesicle-bound % – recorded beside T cell HTS, whose call it bears; double positive events, %; measured here: CD8+ vesicle-bound cell fraction;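 binding gate set so that unloaded-vesicle control wells show 10% double positive cells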
MT stabilize HCS Hoechst-high % – second read-out of MT stabilize HCS, no call of its own (marks repeat the call); % Hoechst-high responders; measured here: nuclear condensation Hoechst responders;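 share of cells brighter than vehicle mean plus two SD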
MT stabilize HCS cytotoxicity % – also measured in MT stabilize HCS; calls as there; toxicity, %; measured here: cytotoxicity by cell density;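 0% = mean cell density of plate MIN control wells and 100% = no cells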
Myeloid diff MLP GFP+ MAC1+ % – further read-out of Myeloid diff MLP, marked with its call; GFP+ MAC1+ double positive, %; measured here: differentiation confirmed by MAC1 staining
Active calls of the source: *; i = inactive; u = inconclusive; x = not tested or not shown.

SMILES	MT stabilize HCS	MT stabilize HCS Hoechst-high %	MT stabilize HCS cytotoxicity %	Myeloid diff MLP	Myeloid diff MLP GFP+ MAC1+ %	PMI inhibitors	Dynein cargo inh	Dynein cargo inh cytoplasmic EGFP	Dynein cargo inh nuclear GR-EGFP	Dynein cargo inh cell count	T cell HTS	T cell HTS vesicle-bound %	Lipid droplet	Lipid droplet cells 6.5 µM	Ins promoter up	Ins promoter up cell count	TNAP activation fold	bCat nuc transl	bCat nuc transl cell count 5 µM
COc1cccc2c(=O)n(CC(=O)NCCc3ccccc3)ccc12	x	x	x	i	0.7	x	-0.26	-0.21	0.28	0.13	i	18	-4	681	0.75	955	x	-0.5	1298
O=C(Nc1ccc(N2CCOCC2)c(F)c1)c1ccncc1	1.4	2.4	10	i	1.1	-2%	-0.5	-0.26	0.39	0.29	i	22	-4	708	0.6	1221	1.1	x	x
COc1ccc(-c2onc(C)c2-c2ccccc2)c(O)c1	1.1	1.0	2.8	i	2.5	5%	-0.91	-0.029	-0.15	0.49	i	44	-3	755	0.22	826	1.2	x	x
O=C(COC(=O)c1n[nH]c2ccccc12)c1cc(F)ccc1F	1.5	1.7	6.4	i	0.1	3%	0.18	-0.17	0.006	-0.18	i	56	36	678	0.66	1234	0.5	-1.8	1160
COc1cc2nc(Cl)nc(NCCO)c2cc1OC	x	x	x	i	0.5	x	1.5	-0.28	0.84	-0.62	i	41	9	706	x	x	x	0.1	1312
O=[N+]([O-])c1ccccc1CNC(Cc1ccccc1)c1ccccc1 (stereo not drawn)	2.6	1.6	5.5	i	2.0	12%	0.37	-0.14	0.42	-0.13	i	7	-14	747	0.21	879	1.1	x	x
CC(C)c1ccccc1NC(=S)NCc1nc2ccccc2[nH]1	3.6	1.7	11	i	0.1	-1%	0.38	-0.23	0.42	-0.4	i	55	5	673	-0.34	1499	1.9	-4.7	1092
COc1ccc(OC)c(-n2c(SCC(=O)NCc3ccco3)nnc2-c2c[nH]c3ccccc23)c1	4.2	2.5	5.3	i	6.8	10%	1.1	0.28	0.91	-0.64	i	35	x	x	-0.36	986	1.2	0.3	1105
COc1cccc2cc(C(=O)N3CCc4ccccc4C3)c(=O)oc12	3.8	2.9	10	i	1.4	2%	0.79	-0.22	0.69	0.59	i	53	x	x	-0.39	977	1.2	-0.2	1160
COc1cc(S(=O)(=O)NCCc2ccc3c(c2)OCO3)ccc1-n1cnnn1	1.3	1.1	7.1	i	2.2	-4%	0.036	0.0032	0.091	0.052	i	12	x	x	0.77	972	1	-5.6	673

Only Dynein cargo inh nuclear GR-EGFP, for 2 of the compounds above:
Structure	Dynein cargo inh nuclear GR-EGFP
COc1cccc2c(=O)n(CC(=O)NCCc3ccccc3)ccc12	0.28
CC(C)c1ccccc1NC(=S)NCc1nc2ccccc2[nH]1	0.42

Continuation.
SMILES	MT stabilize HCS	MT stabilize HCS Hoechst-high %	MT stabilize HCS cytotoxicity %	Myeloid diff MLP	Myeloid diff MLP GFP+ MAC1+ %	PMI inhibitors	Dynein cargo inh	Dynein cargo inh cytoplasmic EGFP	Dynein cargo inh nuclear GR-EGFP	Dynein cargo inh cell count	T cell HTS	T cell HTS vesicle-bound %	Lipid droplet	Lipid droplet cells 6.5 µM	Ins promoter up	Ins promoter up cell count	TNAP activation fold	bCat nuc transl	bCat nuc transl cell count 5 µM
O=C(Cc1ccc(Br)c2ccccc12)N/N=C/c1ccccn1	2.8	1.9	3.4	i	0.5	-1%	-0.16	-0.26	0.038	0.53	i	51	10	715	x	x	1	-0.5	519
CC(Sc1ncnc2ccccc12)C(=O)Nc1ccc2c(c1)OCCO2 (stereo not drawn)	2.2	2.1	8.7	i	1.9	5%	-1.4	-0.21	-0.9	0.98	i	42	17	559	-0.57	1550	1.2	0.7	1069
COc1cccc(C2(O)CCN(CC(=O)NCC3CC3)CC2)c1	3.0	0.9	6.2	i	0.3	0%	-0.68	-0.17	-0.28	1.2	i	38	7	744	-0.32	1217	1.1	-0.9	1123
COCCOc1ccc(C(F)(F)F)cc1N	1.5	1.5	2.9	i	0.4	9%	0.25	-0.28	0.17	1	i	39	0	671	-0.21	1406	1	-1.4	1082
O=C(Nc1ccccc1)N(CCCN1CCOCC1)Cc1cccs1	4.5	1.9	0.6	i	2.4	3%	-1	-0.3	-0.5	0.81	i	43	x	x	-1.3	1028	1.2	-0.7	1141
Cc1ccccc1NC(=S)NCc1ccco1	2.6	2.5	8.3	i	0.6	3%	-0.83	-0.26	-0.68	0.68	i	45	-14	612	0.32	1271	1.1	1.8	474
CCCOc1ccc(Cn2c(=O)oc3ccc(C)cc32)cc1OC	2.7	0.1	32	i	1.8	0%	2.2	-0.1	2.2	-2.6	i	8	1	725	-0.44	999	1.1	-2.0	1243
Cc1ccccc1-n1nnnc1SCc1ncc(-c2ccccc2)o1	5.1	1.1	3.7	i	0.6	5%	0.64	-0.12	0.15	0.49	i	39	x	x	-0.93	1549	1.2	-4.4	996
COc1ccc(CCNC(=O)CSCC(=O)Nc2ccccc2)cc1OC	x	x	x	i	0.6	x	-0.84	-0.27	0.2	0.34	i	22	-19	706	0.08	1063	x	0.4	1285
CN1C(=O)c2cccc3c(Cl)ccc(c23)C1=O	3.2	1.2	2.9	i	7.5	-10%	-0.064	-0.1	0.29	-0.15	i	28	3	783	-0.17	1044	1.1	x	x
Cc1ccccc1-c1nnc(SCC#N)o1	3.4	1.4	6.7	i	0.4	8%	-0.18	-0.034	0.38	-0.47	i	34	0	713	-0.12	1335	1.1	0.7	964
COc1ccc(C(=O)/C=C/Nc2cc(C)on2)cc1	0.6	1.4	13	i	3.0	1%	0.68	-0.17	0.79	-0.49	i	7	x	x	-0.03	912	1	x	x
Cc1cc(Oc2ccccc2)nc(N)n1	2.9	0.9	1.1	i	4.9	11%	-0.28	-0.21	-0.44	0.63	i	40	8	757	-0.44	1277	1	2.0	1168
Cc1noc(C)c1-c1nc(CSc2ccc(Cl)cc2)no1	x	x	x	i	0.4	x	0.56	-0.18	0.23	-0.22	i	36	9	754	-0.11	1390	x	-2.4	1246
CN1CCN(C(c2cccc(C(F)(F)F)c2)c2nnnn2C(C)(C)C)CC1 (stereo not drawn)	3.0	0.9	6.9	i	6.9	4%	-0.25	-0.22	0.15	-0.23	i	15	0	693	0.47	1815	1	-1.3	1067
N#CC(c1nc2ccccc2nc1N1CCCC1)S(=O)(=O)c1ccccc1 (stereo not drawn)	4.0	2.5	1.2	i	1.4	6%	0.32	0.81	0.37	-1.4	i	1	x	x	-0.16	1483	1.1	0.0	1341
COc1cc(C(=O)NCCCn2ccnc2)cc(OC)c1OC	1.4	2.3	9.6	i	0.1	8%	3.1	-0.27	1.5	-0.35	i	64	-7	723	-0.24	1421	1.1	0.8	1497
Fc1ccc2[nH]c3c(N4CCc5ccccc5C4)ncnc3c2c1	x	x	x	i	0.4	x	-1.3	-0.21	-0.53	1.4	i	22	-41	648	-1.6	666	x	3.4	1177
Cc1ccc(-n2cc(CN(C)Cc3nccn3C)c(-c3cccc(C)c3)n2)cc1	0.6	0.8	2.8	i	0.1	21%	-0.89	-0.34	-0.58	0.76	i	30	-5	713	-0.92	1340	1	-2.3	1061
CCN1CCN(CCNC(=O)c2ccc3c(c2)N(Cc2ccc(F)cc2)C(=O)/C(=C/c2ccccc2)S3)CC1	3.8	5.2	7.4	u	x	11%	-4.7	1.7	-2	-4.9	i	34	6	672	-1.4	870	1	2.5	1102
Cn1c(Cn2c(=O)sc3ccccc32)nnc1SCC(=O)Nc1ccccc1F	6.6	2.9	9.2	i	1.4	-1%	1.7	-0.14	1.3	-0.36	i	25	13	790	0.93	1167	1.1	-0.6	922
CC1=NNC(=O)C1CC(=O)N/N=C/C(C)=C/c1ccccc1 (stereo not drawn)	1.3	1.2	12	i	0.4	-3%	-0.3	-0.15	-0.27	0.73	i	38	1	701	0.01	1389	1.2	-5.2	1102
Cc1cccc(C)c1OCCN1C(=O)NC(C)(c2ccccc2)C1=O (stereo not drawn)	4.3	1.5	3.9	i	0.5	7%	2.4	0.012	1.9	-2.6	i	50	-16	628	-0.46	1254	1	1.3	1154
O=C(NC(=S)NCc1cccnc1)c1ccccc1[N+](=O)[O-]	6.2	1.8	7.1	i	0.1	-10%	1.8	-0.25	0.79	-1.2	i	29	43	610	-0.19	1404	1.2	-1.9	978
COC(=O)c1ccc(CNC(=O)CSc2nnc(COc3ccccc3)n2C)o1	2.7	2.1	5.1	i	1.2	9%	-0.51	-0.22	-0.44	-0.7	i	16	5	691	0.66	1206	1	x	x
CCn1cc(C(=O)N2CCN(c3ccc(OC)cc3)CC2)c(=O)c2cc(S(=O)(=O)N3CCCCC3)ccc21	7.0	1.7	3.7	i	0.6	3%	0.41	0.97	0.18	0.19	i	28	13	684	0.63	1108	1	0.7	1021

Compound activity as filed in PubChem BioAssay.
